# TbPYK inhibitor: qHTS of Trypanosoma Brucei Inhibitors | TbPYK enzyme, Kinase-Glo Plus ATP luminescence, 45 min | Potency, µM (top dose mostly 76.8 µM), for inactives: at the top dose activity, negative = inhibition, actives largely listed as inhibitors | 410,000 tested, 0.12% active; active means well fitted inhibition curve with a large enough effect; inconclusive means small, poorly fitted or top-dose-only effect; further: nearly all actives have a fitted effect of over 50% in size
#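 Readout: single end-point luminescence (Kinase-Glo Plus, 10 min). Reaction conditions were TbPYK/substrate plus 130 uM ADP, 45 min at RT, pH 7.2 TEA buffer. No-enzyme wells served as controls, and data were normalized before concentration-response fitting.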
# An asterisk follows results filed as active; ? = inconclusive; [ ] = dose if it differs, or a comment. On the % scale 0 is the no-effect control and ±100 the full control effect; potency means the concentration at half of the fitted maximal effect. A portion of the library (hit frequency here may not be typical).
SMILES,TbPYK inhibitor
O=C(CSc1nc2c(cnn2-c2ccc(F)cc2)c(=O)[nH]1)Nc1ccccc1C(F)(F)F,-12%
Cn1c(C(=O)NCc2ccccc2F)cc2oc3ccccc3c21,4%
CC(=O)c1c(C)oc2c1cc(NS(=O)(=O)c1ccc(C(C)(C)C)cc1)c1ccccc12,-8%
CCc1ccc2occ(CC(=O)Nc3c(C(=O)c4ccccc4)oc4ccccc34)c2c1,2%
CC(C)CCn1c(SCc2cccc(F)c2)nc2ccsc2c1=O,3%
COc1ccc(CCNc2nc3c(-c4cccc(C)c4)nnn3c3ccccc23)cc1OC,-13%
CCOC(=O)c1c(NC(=O)COc2ccc(C)cc2C(C)(C)C)sc2c1CCC(C)C2 (stereo not given),5%
COc1cccc(-n2nnc(-c3nc(-c4cccs4)no3)c2N)c1,-4%
CC(C)(C)c1ccc(CSc2nc3c(c(=O)[nH]2)CCCC3)cc1,-1%
O=C(CSc1cn(CCNC(=O)c2ccccc2F)c2ccccc12)Nc1ccccc1F,-6%
CC(=O)Nc1cccc(NC(=O)C(=O)NCCc2csc3nc(-c4ccccc4F)nn23)c1,2%
COc1ccc(NC(=O)C2=C(C)Nc3ncnn3C2c2ccc(C)o2)cc1 (stereo not given),-4%
CCOc1ccc(NC(=O)c2c(NCc3cccc(OC)c3OC)sc3c2CCC3)cc1,-20%
CCCC(=O)Nc1nnc(SCc2cc(=O)n3cccc(C)c3n2)s1,8%
CCOC(=O)C1CCN(C(=O)Cn2c(-c3cccs3)cc3cc(Cl)ccc32)CC1,0%
Cc1nc2ccc(S(=O)(=O)NC(C(=O)N3CCN(c4ccc(Cl)cc4)CC3)C(C)C)cc2s1 (stereo not given),4%
CCOC(=O)c1ccccc1NC(=O)c1c2c(nc3ccccc13)C(=O)N(C1CCCCC1)C2,1%
CC(=O)c1ccc(NC(=O)CN(C)S(=O)(=O)c2cc3c(cc2C)NC(=O)CO3)cc1,-8%
Cc1ccc(/C=C/C(=O)Nc2ccc(Cl)cc2Cl)cc1,-10%
Cc1ccc(C2=Nc3ccccc3N(CC(=O)Nc3ccccc3C)C(=O)C2)cc1C,-3%
COC(=O)c1cccc(CN2C(=O)SC(Nc3ccc(Br)cc3)C2=O)c1 (stereo not given),0%
COc1ccc(CCNC(=O)C(=O)NCC(c2cccs2)S(=O)(=O)c2ccc(F)cc2)cc1 (stereo not given),5%
Cc1nn2c(=O)cc(COC(=O)c3ccc(NC(=O)C4CCCCC4)cc3)nc2s1,5%
Cc1ccc2scc(N3CCCC(C)C3)c(=O)c2c1 (stereo not given),0%
CCC(=O)Nc1ccccc1-c1nc2ccccc2n(CC(=O)c2ccc(C)c(C)c2)c1=O,-1%

# (next part)
SMILES,TbPYK inhibitor
CO[C@H]1C[C@@H](O[C@@H]2[C@@H](C)O[C@@H](O[C@@H]3/C(C)=C/CC4C[C@@H](C[C@]5(C=C[C@@H](C)[C@H](C6CCCCC6)O5)O4)OC(=O)[C@@H]4C=C(C)[C@@H](O)[C@H]5OC/C(=C\C=C\[C@@H]3C)[C@]54O)C[C@H]2OC)O[C@@H](C)[C@@H]1O,19%
COc1ccccc1NC(=O)CCn1nc(-c2ccccc2OC)c2c(C)cc(C)nc21,5%
Cc1cc(=O)n2c(C(=O)Nc3ccc(C)c(Cl)c3)c(C(=O)Nc3ccccc3)sc2n1,-15%
O=C(Oc1ccccc1)c1cccc(C(=O)Oc2ccccc2)c1,0%[157 µM]
O=S(=O)(Nc1ccc(OC(F)(F)F)cc1)c1ccc(N2CCCCS2(=O)=O)cc1,-6%
CC(=O)c1cccc(NC(=O)C2CCCN(C(=O)c3cnn(-c4ccccc4)c3-n3cccc3)C2)c1 (stereo not given),-4%
O=C(c1cccc(F)c1)N1CCC2(CC1)CN(C(c1ccccc1)c1ccccc1)C2,7%
CCOc1ccc(-n2cc(-c3ccccc3)c3c(NCc4ccc(F)cc4)ncnc32)cc1,4%
COc1ccc(OC)c(NC(=O)C2Cc3ccccc3CN2S(=O)(=O)c2ccc(F)cc2)c1 (stereo not given),0%
COc1ccccc1C(=O)Nc1ccc(-c2nc3ccccc3s2)c(C)c1,-4%
CC(C)CN(CCNC(=O)CCN1N=C(c2ccccc2)CCC1=O)CC(C)C,0%
CCN(CC)CCCNC(=O)CSc1nc(-c2ccc(OC)cc2)cc(C(F)(F)F)n1,3%
COC(=O)c1scc(-c2ccc(C)cc2)c1S(=O)(=O)Nc1cccc(C(F)(F)F)c1,-26%
CCC(C)NC(=O)CCCc1nnc2n(CC(C)C)c(=O)c3sccc3n12 (stereo not given),2%
CCn1cc(C(=O)N2CCN(c3ccccc3)CC2)c(=O)c2cc(S(=O)(=O)N(C)C3CCCCC3)ccc21,2%
Cc1ccc(C2C=C(c3ccc(Cl)cc3)Nc3nc(NS(=O)(=O)c4ccccc4)nn32)cc1 (stereo not given),3%
COc1ccc(-n2nnnc2C2CCN(S(=O)(=O)c3ccc(NC(C)=O)cc3)CC2)cc1,1%
O=C(Nc1cccc2cccnc12)c1ccc(-c2cccc(Cl)c2)o1,3%
COc1cc(Cl)c(NC(=O)CN2C(=O)c3cccnc3Sc3ccccc32)c(OC)c1,-9%
Cc1nnc(SCC(=O)NCc2cccc(F)c2)c2nn(-c3ccccc3)c(C)c12,-5%
COc1ccc(-c2ccc(CCC(=O)O)n2-c2ccc(Cl)cc2C)cc1,-12%
CCN(CC)C(=O)c1sc2c(c1C)c(=O)n(Cc1ccccc1)c(=O)n2Cc1c(C)cc(C)cc1C,-6%
CC(C)CN(CCCNC(=O)c1cc(-c2cccs2)nc2ccccc12)CC(C)C,-3%
COc1cccc(N2CCN(C(=O)CCCn3c(=O)[nH]c4ccc(Br)cc4c3=O)CC2)c1,0%
COc1ccccc1CNC(=O)CCc1c(C)nc2cc(-c3ccc(Cl)cc3)nn2c1C,0%

# The listing continues:
SMILES,TbPYK inhibitor
CC(C)Sc1ncc(Cl)c(C(=O)Nc2nc3ccc(S(C)(=O)=O)cc3s2)n1,-2%
COc1ccc(NC(=O)c2ccco2)cc1NC(=O)C(C)(C)Oc1ccc(Cl)cc1,-8%
Cc1ccc(NC(=O)Cn2c(=O)n(CCc3ccccc3)c(=O)c3c4c(sc32)CCCC4)cc1C,-3%
Cc1cccc(Cn2cccc(C(=O)Nc3cc(C)on3)c2=O)c1,1%
Cc1ccc(O)c(-c2n[nH]c3c2C(c2ccc(F)cc2)N(Cc2ccco2)C3=O)c1 (stereo not given),-6%
CCc1ccccc1NC(=O)CSc1nc(C)c(C(=O)Nc2ccccc2)c(-c2ccc(Cl)cc2)c1C#N,4%
CCc1ccccc1N(C)C(=O)c1cn(CC(C)C)c(=O)c2cc(OC)c(OC)cc12,11%
Cc1ccc(N(C(=O)COc2ccccc2C)S(=O)(=O)c2ccc(Cl)cc2)cc1,-3%
O=C(O)Cn1nc(N2CCN(c3ccc(F)cc3)CC2)ccc1=O,1%
COc1ccc(Cl)cc1Nc1sc(C(=O)c2ccccc2)c(N)c1C(=O)Nc1ccccc1,?
Cc1cccc(-c2nc3scc(CCNS(=O)(=O)c4ccc(F)c(C(F)(F)F)c4)n3n2)c1,-5%
CC(C)(C)NC(=O)[C@H]1CC[C@H]2[C@@H]3CC=C4C=C(C(=O)O)CC[C@@]4(C)[C@H]3CC[C@]12C,0%
COc1cccc(Cn2c(=O)n(-c3cccc(Cl)c3C)c(=O)c3c4c(sc32)CN(C(C)=O)CC4)c1,0%
CCc1ccc(S(=O)(=O)Nc2cccc(-c3ccc(N4CCCCC4)nn3)c2)s1,-5%
CCOC(=O)c1c(S(=O)(=O)NCC(=O)N(C)Cc2ccccc2)c(C)n(C)c1C,1%
COc1cccc(CNC(=O)CCc2c(C)c3cc4c(C)coc4cc3oc2=O)c1,0%
Cc1ccc(S(=O)(=O)C2(C(=O)Nc3ccc(C)c(Cl)c3)CC2)cc1,0%
COc1cc2c(c(OC)c1OC)-c1c(cc3c(c1OC)OCO3)C[C@@H](C)[C@](C)(O)C2,-8%
O=C(C1CCN(S(=O)(=O)Cc2ccccc2)CC1)N1CCN(c2ccccc2F)CC1,4%
COc1ccc(OC)c(C(=O)CN2C(=O)N(c3ccc(C)cc3)S(=O)(=O)c3ccccc32)c1,-6%
O=C(NCc1noc2ccccc12)N1CCN(c2ccccc2F)CC1,3%
COc1cccc(CNC(=O)Cc2csc3ccccc23)c1OC,-2%
COc1ccc(CNC(=O)c2cnc3sc(N4CCCC4)nn3c2=O)c(OC)c1,-1%
CCN(C(=O)Cn1c(SCC(=O)NCc2ccccc2)nc2ccccc21)c1cccc(C)c1,-3%
O=C(CSC1=Nc2ccccc2C2=NC(Cc3ccccc3)C(=O)N12)Nc1ccccc1 (stereo not given),1%

# (more compounds)
SMILES,TbPYK inhibitor
CNS(=O)(=O)c1cn(CC(=O)Nc2ccc(C(C)=O)cc2)cc1S(=O)(=O)NC,6%[15.4 µM]
Cc1nn2c(=O)cc(COC(=O)COc3ccc(F)cc3)nc2s1,-3%
COc1ccc(-c2nc(SCC(=O)Nc3ccc4c(c3)OCCO4)c(-c3ccc(F)cc3)[nH]2)cc1OC,1%
CCOc1ccc(-c2cn3c(n2)sc2cc(C(=O)NCCc4ccc(OC)c(OC)c4)ccc23)cc1,-7%
O=C(Nc1ccc(OCc2cc(=O)n3ccccc3n2)cc1)c1ccccc1Cl,-4%
CCOc1ccc(-c2nnc(SCC(=O)Nc3cc(F)ccc3F)o2)cc1,-12%
Cc1ccc2c(=O)c(C(=O)c3ccccc3)cn(CC(=O)NCc3ccccc3)c2n1,0%
CCN(Cc1ccccc1)C(=O)Cn1c(=O)n(-c2ccc(Cl)cc2)c(=O)c2c(C)c(C(=O)N(C)C)sc21,4%
O=C(Cn1cc(SCc2ccc(C(F)(F)F)cc2)c2ccccc21)N1CCCC1,?
Cc1ccc(NC(=O)c2nc(S(C)(=O)=O)ncc2N(Cc2cccc(F)c2)Cc2ccco2)cc1C,3%
COc1ccc(NC(=O)C2CCCN(C(=O)c3cnn(-c4ccccc4)c3-n3cccc3)C2)cc1 (stereo not given),-3%
COc1ccc(NC(=O)c2nnn(Cc3ccccc3C)c2N)c(OC)c1,1%
CCOc1ccc(NC(=O)C2CCCN(S(=O)(=O)c3c(C)noc3/C=C/N(C)C)C2)cc1 (stereo not given),4%
CCn1c(SCC(=O)c2ccccc2)nnc1-c1cccc(Cl)c1,0%
COc1ccc(CCNC(=O)c2ccc(-n3c(C)cc4c3CCC(C)C4)cc2)cc1OC (stereo not given),-7%
Cc1oc2c(c(C)cc3oc(=O)c(CC(=O)NCc4ccc(F)cc4)c(C)c32)c1C,2%
CCOC(=O)c1ccccc1NC(=O)CSc1nccn1Cc1ccco1,-14%
Cc1ccc(NC(=O)CN(C)S(=O)(=O)c2ccc3c(c2)n(C)c(=O)c(=O)n3C)cc1F,13%
COc1ccc(C(CNC(=O)c2ccc(F)cc2)N2CCCC2)cc1 (stereo not given),3%
COc1ccc(CCNc2ncnc3onc(C)c23)c(OC)c1,2%
CC(=O)c1cccc(NC(=O)Cn2c(C)c3cnn(-c4ccccc4)c(=O)c3c2C)c1,2%
CCOc1ccccc1NC(=O)CSc1nccn1-c1ccc(Cl)cc1,-7%
Cc1ccc(N2C(=O)N(CC(=O)C(C)(C)C)c3ccccc3S2(=O)=O)cc1C,-6%
Cc1nn(CC(=O)NCc2ccccc2Cl)c(=O)c2nn(-c3ccccc3)c(C)c12,-4%
CCOc1ccc(C2Nc3c(C)cccc3-c3cc(C)nn32)cc1 (stereo not given),2%

# Carrying on:
SMILES,TbPYK inhibitor
CCOc1ccc(-c2nonc2NC(=O)c2oc3cc(Br)ccc3c2C)cc1,-1%
COc1ccc(N2CC(NC(=O)c3cc4ccccc4o3)CC2=O)cc1OC (stereo not given),-8%
O=C(NCCc1ccccc1)c1cc(-c2ccccc2)nc2n[nH]c(-c3ccccc3)c12,-10%
CCc1ccc(-n2c(=O)c3c4c(sc3n(CC(=O)c3ccc(F)cc3)c2=O)CCC4)cc1,-1%
CCOC(=O)c1ccc(CN(Cc2ccc(OC)cc2)S(=O)(=O)c2cccc(C(F)(F)F)c2)cc1,2%
NC(=O)C1CCN(C(=O)Cn2c(-c3cccs3)cc3ccccc32)CC1,-27%
Cc1cc(Nc2ccccc2C(=O)O)ccc1Cl,-6%

# Entries from the list above that have a furan ring, fused or not, in the order listed:
SMILES,TbPYK inhibitor
Cn1c(C(=O)NCc2ccccc2F)cc2oc3ccccc3c21,4%
CC(=O)c1c(C)oc2c1cc(NS(=O)(=O)c1ccc(C(C)(C)C)cc1)c1ccccc12,-8%
CCc1ccc2occ(CC(=O)Nc3c(C(=O)c4ccccc4)oc4ccccc34)c2c1,2%
COc1ccc(NC(=O)C2=C(C)Nc3ncnn3C2c2ccc(C)o2)cc1 (stereo not given),-4%
O=C(Nc1cccc2cccnc12)c1ccc(-c2cccc(Cl)c2)o1,3%
COc1ccc(NC(=O)c2ccco2)cc1NC(=O)C(C)(C)Oc1ccc(Cl)cc1,-8%
Cc1ccc(O)c(-c2n[nH]c3c2C(c2ccc(F)cc2)N(Cc2ccco2)C3=O)c1 (stereo not given),-6%
COc1cccc(CNC(=O)CCc2c(C)c3cc4c(C)coc4cc3oc2=O)c1,0%
Cc1ccc(NC(=O)c2nc(S(C)(=O)=O)ncc2N(Cc2cccc(F)c2)Cc2ccco2)cc1C,3%
Cc1oc2c(c(C)cc3oc(=O)c(CC(=O)NCc4ccc(F)cc4)c(C)c32)c1C,2%
CCOC(=O)c1ccccc1NC(=O)CSc1nccn1Cc1ccco1,-14%
CCOc1ccc(-c2nonc2NC(=O)c2oc3cc(Br)ccc3c2C)cc1,-1%
COc1ccc(N2CC(NC(=O)c3cc4ccccc4o3)CC2=O)cc1OC (stereo not given),-8%
